# High-throughput results deposited in PubChem BioAssay by National Center for Advancing Translational Sciences (NCATS).
# GLP1R ag – qHTS of GLP-1 Receptor Agonists; Glucagon-like peptide 1 receptor (Homo sapiens), P43220; HEK293 GLP-1R CRE-luciferase, luminescence, 4-6 h; cells express a hypersensitive GLP-1R form; Potency, µM (top dose mostly 45.6 µM), for the others: at the highest dose activation, actives largely listed as activators; 380,000 compounds, 0.007% hits; further: potency means the concentration at half of the fitted maximal effect; % of control where 0% means no effect
# GLP-1R inv ag – qHTS of GLP-1 Receptor Inverse Agonists (Inhibition Mode); Glucagon-like peptide 1 receptor (Homo sapiens), P43220; HEK293 GLP-1R CRE-luciferase, luminescence, 24 h; GLP-1R form is constitutively active; Potency, µM (series often up to 38.3 µM), for the others: at the highest dose activity change, negative = inhibition, usual class: inhibitors; 410,000 compounds, 1.6% hits; further: potency means the concentration at half of the fitted maximal effect; on the % scale 0 is the no-effect control and ±100 the full control effect; nearly all actives have a fitted effect of over 55% in size
#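 Cells are plated, allowed 12 hours at 37 deg C, then treated with compounds for 24 hr before luciferase detection reagent is added and luminescence is read after 12 min at room temperature. The HEK293 line carries constitutively active GLP-1R with a cAMP-responsive reporter.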
# PLK1 PBD inh – qHTS for Inhibitors of PLK1-PDB (polo-like kinase 1 - polo-box domain): Primary Screen | Potency, µM, without a hit: max response, negative = inhibition, actives largely listed as inhibitors | Plk1 PBD binding of FITC phosphopeptide, fluorescence polarization | 360,000 compounds, 2.8% hits | Serine/threonine-protein kinase PLK1 (Homo sapiens), P53350 | AID 720504, 2013; further: potency means the concentration at half of the fitted maximal effect; series mostly up to about 57 µM; on the % scale 0 is the no-effect control and ±100 the full control effect; nearly all actives have a fitted effect of over 65% in size
# DRD3 agonist – qHTS of D3 Dopamine Receptor Agonist: qHTS. D(3) dopamine receptor (Homo sapiens), P35462. D3R DiscoveRx beta-arrestin cells, luminescence, 90 min. max activation, %. 410,000 compounds, 0.58% hits; in the data active means max activation above about 30%; further: 0% is about no effect; mostly tested at two doses, the higher about 12 µM
#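 Cells at 1500/well, incubated overnight, then treated with pinned compounds (dopamine as control) for 90 min at 37 degrees C. DiscoveRx reagent added for 30 - 60 minutes at room temperature; luminescence read.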
# IL-2 act – qHTS of IL-2 Activators; activation, % (series mostly up to about 46 µM); 360,000 compounds, 0.065% hits; IL-2 activation reporter assay, cell-based qHTS; stimulated with anti-CD3/CD4/CD28 beads; in transgenic mouse T cells; in the data active means activation above about 50%; inconclusive means mostly about 30% to 49%; further: 0% is about no effect
#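 Unstimulated transgenic mouse T cells, 750 per well, received compound and, after 60 minutes, anti-CD3/anti-CD4 bead plus anti-CD28 stimulation. EGFP and DsRed were quantified after 18 hours.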
# GLP1R cytotox – qHTS of GLP-1 Receptor Inverse Agonists: Cytotox Screen. AID 624418, 2012. 410,000 compounds, 0.13% hits. HEK293 cAMP-luciferase reporter cells, luminescence, 24 h. Potency, µM (highest dose often 38.3 µM), for inactives: at the highest dose activity change, negative = inhibition, hits mostly inhibitors;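 further: loss of luciferase light is scored as toxicity; potency means the concentration at half of the fitted maximal effect; on the % scale 0 is the no-effect control and ±100 the full control effect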
#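 1536-well qHTS counterscreen of the MLSMR; 200 cells/uL, 12 h pre-incubation, 23 nL cpd, 24 h at 37 deg C 5% CO2, luciferase detection reagent, 12 min RT, luminescence. Inhibition = undesired.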
# PI5P4Ka inh – qHTS for Inhibitors of phosphatidylinositol 5-phosphate 4-kinase (PI5P4K); Phosphatidylinositol 5-phosphate 4-kinase type-2 alpha (Homo sapiens), P48426; 330,000 compounds, 1.2% hits; max response, %; PI5P4Kalpha enzyme, ADP-Glo luminescence, 60 min; stronger effect = lower value; active means max response of -50% or lower; inconclusive means between -30% and -50%; inactive means -30% or higher; further: value at the top dose of about 77 µM; on the % scale 0 is the no-effect control and ±100 the full control effect
#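 Luminescence from ADP-Glo served as readout of PI5P4Kalpha activity in a qHTS format. Reaction: enzyme, substrate, compound, ATP at 5 microM final, 60 min at RT.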
# DRD3 antagonist – qHTS of D3 Dopamine Receptor Antagonist: qHTS; D(3) dopamine receptor (Homo sapiens), P35462; D3R cells, DiscoveRx beta-arrestin luminescence, antagonist mode; stronger effect = lower value; max response, negative = inhibition, %; 360,000 compounds, 2.5% hits; AID 652054, 2013; in the data active means max response below about -50%; inconclusive means no clear call, values can overlap the other calls; further: on the % scale 0 is the no-effect control and ±100 the full control effect; mostly tested at two doses, the higher about 12 µM
#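 Cells plated overnight at 1500 cells/well, then exposed to library compounds with dopamine controls for 90 minutes at 37 degrees C. DiscoveRx reagent added for 30–60 minutes at room temperature; luminescence read, quantitative HTS format.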
# WRN inhibitor – qHTS for Inhibitors of WRN Helicase | WRN helicase unwinding, fluorescent forked duplex, kinetic | Potency, µM (series often up to 114 µM), for inactives: at the top dose activity change, negative = inhibition, most hits filed as inhibitors | 360,000 compounds, 0.46% hits | AID 651768, 2012 | Bifunctional 3'-5' exonuclease/ATP-dependent helicase WRN (Homo sapiens), Q14191; further: potency means the concentration at half of the fitted maximal effect; on the % scale 0 is the no-effect control and ±100 the full control effect; nearly all actives have a fitted effect of over 55% in size
# Target sequence (Q14191 whole entry, looked up): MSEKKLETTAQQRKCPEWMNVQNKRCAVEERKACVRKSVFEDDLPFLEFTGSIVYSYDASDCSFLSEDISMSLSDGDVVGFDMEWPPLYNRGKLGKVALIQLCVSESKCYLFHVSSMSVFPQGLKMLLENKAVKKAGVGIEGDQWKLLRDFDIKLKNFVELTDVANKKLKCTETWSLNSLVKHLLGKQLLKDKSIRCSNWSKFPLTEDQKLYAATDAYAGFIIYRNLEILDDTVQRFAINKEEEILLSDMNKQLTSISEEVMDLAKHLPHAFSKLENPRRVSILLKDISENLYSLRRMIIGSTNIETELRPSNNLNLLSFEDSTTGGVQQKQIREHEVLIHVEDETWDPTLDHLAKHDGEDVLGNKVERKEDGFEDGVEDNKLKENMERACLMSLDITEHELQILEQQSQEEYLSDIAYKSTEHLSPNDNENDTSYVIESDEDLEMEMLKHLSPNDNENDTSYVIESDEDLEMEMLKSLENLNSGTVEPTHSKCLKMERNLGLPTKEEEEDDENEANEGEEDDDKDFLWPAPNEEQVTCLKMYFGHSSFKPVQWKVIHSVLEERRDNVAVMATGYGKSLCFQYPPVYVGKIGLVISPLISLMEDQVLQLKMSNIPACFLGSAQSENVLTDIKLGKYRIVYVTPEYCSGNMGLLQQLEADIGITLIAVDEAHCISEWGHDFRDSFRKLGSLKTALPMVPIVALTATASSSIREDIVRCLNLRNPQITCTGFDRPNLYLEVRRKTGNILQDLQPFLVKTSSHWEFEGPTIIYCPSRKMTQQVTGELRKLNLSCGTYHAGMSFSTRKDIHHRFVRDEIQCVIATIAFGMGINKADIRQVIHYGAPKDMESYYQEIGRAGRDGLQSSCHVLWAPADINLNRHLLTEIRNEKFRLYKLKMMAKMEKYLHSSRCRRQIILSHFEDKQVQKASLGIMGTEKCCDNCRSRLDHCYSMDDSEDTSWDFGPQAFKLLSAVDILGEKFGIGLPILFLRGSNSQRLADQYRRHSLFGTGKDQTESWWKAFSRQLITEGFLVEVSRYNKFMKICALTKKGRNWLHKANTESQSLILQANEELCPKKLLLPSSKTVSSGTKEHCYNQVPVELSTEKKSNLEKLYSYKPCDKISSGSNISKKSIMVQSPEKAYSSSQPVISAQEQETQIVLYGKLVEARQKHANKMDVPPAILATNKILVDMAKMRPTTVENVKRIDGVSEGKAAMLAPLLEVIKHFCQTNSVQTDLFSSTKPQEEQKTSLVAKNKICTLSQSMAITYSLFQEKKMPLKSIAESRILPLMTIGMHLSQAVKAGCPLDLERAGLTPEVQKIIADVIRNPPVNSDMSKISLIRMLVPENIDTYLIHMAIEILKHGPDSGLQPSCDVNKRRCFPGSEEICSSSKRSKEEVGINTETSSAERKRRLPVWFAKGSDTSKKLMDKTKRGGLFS
#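 Kinetic fluorescence helicase assay: unwinding of a quenched forked DNA duplex (100 nM final) with 2 mM ATP final raises red fluorescence (525/598 nm). Compounds sat 15 min at room temperature with 20 nM WRN beforehand.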
# Starred values were filed as active, the others as inactive; ? = inconclusive; . = not tested or not shown; [ ] = dose if it differs, or a comment. Unless noted, the call rests on the fitted dose curve; in most records, active means well fitted curve in the direction sought with a large enough effect; inconclusive means small, poorly fitted or top-dose-only effect, or another doubt; inactive means no such curve, though single readings can be large; an effect the other way counts as inactive or inconclusive.
SMILES,GLP1R ag,GLP-1R inv ag,PLK1 PBD inh,DRD3 agonist,IL-2 act,GLP1R cytotox,PI5P4Ka inh,DRD3 antagonist,WRN inhibitor
COc1ccccc1CNC(=O)CN1CCN(S(=O)(=O)c2cccs2)CC1,10%,-15%,-16%,2,-0.3,-15%,3,5,-6%
Cc1c(/C(O)=C2\C(=O)C(=O)N(CCCN(C)C)C2c2cccs2)cnn1-c1ccccc1 (stereo not given),-2%,-44%,-9%,-2,-3.0,-1%,4,11,-3%
CNc1nc(Oc2ccccc2C(=O)OC)nc(SC)n1,-9%,-10%,-6%,0,-2.2,-17%,.,-9,4%
CCCN(c1ccccc1F)S(=O)(=O)c1cc(-c2cc(C)no2)ccc1OC,5%,?,-6%,-2,-0.8,-12%,1,0,-7%
COCCn1cnnc1SCC(=O)Nc1cc(OC)c([N+](=O)[O-])cc1C,-2%,4%,3%,1,-1.0,2%,2,1,5%
CCOc1ccccc1Nc1ccc(C(=O)O)cc1N,1%,35%[activator],-5%,-8,0.9,-2%,2,3,-8%
COc1cccc(/C=C2/C(=O)NN(c3ccc(C)c(C)c3)C2=O)c1,-6%,-9%,6µM*,-7,-3.7,-3%,2,21,-2%
Cc1cc(C)c(/C=C(\C#N)C(N)=S)c(C)c1,17%,-22%,-6%,0,-0.7,8%,1,0,2%
COc1ccc(C(=O)/C=C/NCc2ccc(F)cc2)cc1OC,23%,24%,-4%,-8,-2.8,1%,0,3,0%
CC(=O)Nc1sc(C)c(C)c1C(=O)OC(C)C,1%,1%,27µM*,2,-0.1,-4%,-10,-7,2%
Cc1ccc(NC(=O)CC(C(=O)O)c2ccccc2)cc1 (stereo not given),-9%,7%,-7%,-5,-0.3,30%,10,4,-29%
Cc1cc(-c2ccccc2)nc2[n+]1CCN2C,2%,-4%,0%,-11,-5.5,5%,.,-10,-7%[57.1 µM]
Cc1cc(C)n(C(=O)CCC(=O)Nc2ccc(C)c(C)c2)n1,-1%,-13%,-9%,4,-0.2,-3%,-10,-23,0%
CC(C)N(Cc1ccccc1)C(=O)COC(=O)c1ccc2c(c1)OCCO2,1%,-29%,1%,3,1.6,1%,-1,-6,-3%
Cn1c(=O)c2cc(NC(=S)NCc3ccccc3F)ccc2n1Cc1cccc(C(F)(F)F)c1,-1%,?,-19%,-11,-0.7,?,-5,-17,4%
COC(=O)c1sccc1NC(=S)Nc1cc(C)cc(C)c1,-23%,-20%,-14%,-3,-0.9,?,-10,-13,-7%
O=C(COC(=O)c1ccc(CO)cc1)c1ccc(S(=O)(=O)N2CCCCC2)cc1,-6%,-4%,-2%,2,-0.2,3%,-4,-5,6%
CCOC(=O)C/C(C)=N/NC(=O)c1cccs1,6%,17%,-10%,-2,0.9,1%,.,15,-14%
CCCCC(=O)Nc1cc(OC)c(NC(=S)Nc2ccc(OC)cc2)cc1OC,-1%,14%,-7%,1,2.1,-3%,6,1,-4%
O=C(O)c1cc(S(=O)(=O)Nc2ccc3cn[nH]c3c2)ccc1Cl,0%,6%,-3%,3,0.0,4%,4,-5,-6%

# Brought forward from above: 2 entries; new compounds follow.
SMILES,GLP1R ag,GLP-1R inv ag,PLK1 PBD inh,DRD3 agonist,IL-2 act,GLP1R cytotox,PI5P4Ka inh,DRD3 antagonist,WRN inhibitor
CCCCC(=O)Nc1cc(OC)c(NC(=S)Nc2ccc(OC)cc2)cc1OC,-1%,14%,-7%,1,2.1,-3%,6,1,-4%
O=C(O)c1cc(S(=O)(=O)Nc2ccc3cn[nH]c3c2)ccc1Cl,0%,6%,-3%,3,0.0,4%,4,-5,-6%
Cc1cc(C)cc(NC(=O)C[n+]2ccccc2)c1,4%,-20%,-2%,-25,-1.2,-17%,5,?,2%
COc1ccc(Nc2nc(N3CCN(S(C)(=O)=O)CC3)nc3ccccc23)c(OC)c1,8%,25%,4%,17,-2.6,-13%,5,0,4%[57.1 µM]
CCCCCCCCN1C(=O)C(O)=C(C(C)=O)C1c1ccccn1 (stereo not given),0%,0%,-2%,1,-4.0,-14%,13,15,12%
Cc1ccc(/C=N/NC(=O)c2cc(-c3ccncc3)nc3ccccc23)o1,15%,?,-12%,-11,-1.2,-29%,-22,1,2%
CC1=C(C(=O)Nc2ccc(Cl)cc2)C(C(C)C)n2nc(SCc3ccc(Cl)cc3)nc2N1 (stereo not given),-1%,-4%,.,-10,.,3%,.,.,.
CC(C)[C@H](NC(=O)c1ccccc1)C(=O)OCC(=O)Nc1sccc1C(N)=O,18%,6%,-16%,2,-0.3,0%,-28,4,4%
COc1cc(C(O)c2nc(/C=C/c3ccccc3)cs2)ccc1F (stereo not given),4%,?,1%,10,-0.5,0%,13,5,-13%
CCn1cc(/C=C(\NC(=O)c2ccc(C)cc2)C(=O)NCCCN2CCOCC2)c2ccccc21,-6%,?,-24%,-7,-2.7,0%,10,-5,-2%
CC(C)n1c(=S)[nH]c2cc(Cl)ccc21,-3%,-9%,?,1,1.6,-25%,-20,-19,0%
c1ccc(CSc2nnc3ccc(-c4cccs4)nn23)nc1,-3%,45%[activator],-21%,3,0.5,0%,-2,12,6%
COc1ccc(-c2cc(=O)oc3cc(OC(=O)C4CCCCC4)c(Cl)cc23)cc1,-6%,?,-3%,2,-0.1,.,-55*,-2,-6%
COc1ccc(N2CCN(C(=O)c3ccc(CNc4c(N5CCOCC5)c(=O)c4=O)cc3)CC2)cc1,-2%,4%,-5%,2,-1.7,-7%,7,24,0%
COc1ccccc1Nc1nnc(SCC2CCCCO2)s1 (stereo not given),2%,?,-14%,-1,0.9,-4%,8,-4,-6%
CCN(CC)CCCNc1nc(N)c([N+](=O)[O-])c(N2CCCCCC2)n1,16%,?,-5%,-17,0.3,-10%,0,-19,11%
CCSc1nc2ccccc2n1C(=O)c1ccc(S(=O)(=O)N2CCCCCC2)cc1,9%,13%,-14%,-5,1.2,8%,-7,-4,-5%
O=C(COC(=O)Cc1ccc(Cl)cc1)NCCc1ccccc1,0%,-15%,-3%,1,0.2,2%,4,-5,-4%
O=C(CCC1CCCCC1)Nc1cc(Cl)ccc1N1CCOCC1,11%,?,-2%,-3,-0.3,23%,-3,-3,-25%
O=C(COc1ccc(C2SCCS2)cc1)NNC(=O)C(Cl)Cl,1%,-14%,-28%,-14,-3.4,6%,-11,-23,-13%
COCCNC(=O)C(c1ccc(F)cc1)N(CC1CCCO1)C(=O)CCC(=O)Nc1ccccn1 (stereo not given),-11%,-11%,-2%,3,-2.4,-5%,6,0,-14%
CCCCC1(c2ccc(F)cc2)NC(=O)N(CC(=O)N2CCN(C(=O)c3ccco3)CC2)C1=O (stereo not given),-12%,-24%,0%,-6,0.2,-7%,-13,13,-4%

# A draw from above in order of heavy-atom count, rising.
SMILES,GLP1R ag,GLP-1R inv ag,PLK1 PBD inh,DRD3 agonist,IL-2 act,GLP1R cytotox,PI5P4Ka inh,DRD3 antagonist,WRN inhibitor
CCCCCCCCN1C(=O)C(O)=C(C(C)=O)C1c1ccccn1 (stereo not given),0%,0%,-2%,1,-4.0,-14%,13,15,12%
CC(C)[C@H](NC(=O)c1ccccc1)C(=O)OCC(=O)Nc1sccc1C(N)=O,18%,6%,-16%,2,-0.3,0%,-28,4,4%
COCCNC(=O)C(c1ccc(F)cc1)N(CC1CCCO1)C(=O)CCC(=O)Nc1ccccn1 (stereo not given),-11%,-11%,-2%,3,-2.4,-5%,6,0,-14%

# Going on with the list.
SMILES,GLP1R ag,GLP-1R inv ag,PLK1 PBD inh,DRD3 agonist,IL-2 act,GLP1R cytotox,PI5P4Ka inh,DRD3 antagonist,WRN inhibitor
Cc1ccc(CSc2nc3c(c(SCC(=O)O)n2)CCCC3)cc1,2%,4%,-9%,1,-2.4,-30%,.,5,4%
CN1C(=O)NC(c2ccc([N+](=O)[O-])cc2)C2=C1CC(C)(C)CC2=O (stereo not given),5%,-10%,-1%,1,-3.5,-1%,9,7,0%
COc1ccc(CNC(=O)CCS(=O)(=O)c2cc(Br)cc3c2N(C(C)=O)C(C)C3)cc1 (stereo not given),3%,20%,.,-4,.,-4%,.,.,.
O=C(CN1C(=O)/C(=C\c2ccccc2Cl)Oc2ccccc21)NCc1cccnc1,18%,-21%,-10%,-15,-1.5,?,2,0,?
COC(=O)[C@]12CCCCC=C1N(CCc1ccc(OC)c(OC)c1)C(=O)[C@H](CC(=O)NCc1cccs1)C2,.,-10%,1%,6,1.8,1%,-3,16,4%
O=C(Nc1ccc(C(=O)O)cc1)/C(=C\c1ccccc1)NC(=O)c1ccc(Br)cc1,-12%,-5%,-4%,2,-0.3,0%,3,3,-13%
CN(C)CCCN1c2ccc3ccccc3c2Sc2cccc(Cl)c21,0%,?,-10%,-11,-6.1,-7%,50,1,5%
CCOC(=O)N1CCN(C(=O)C2CCCN(S(=O)(=O)c3ccccc3)C2)CC1 (stereo not given),-23%,6%,1%,1,4.0,-8%,.,13,-4%

# Part of the list above, showing only PLK1 PBD inh.
SMILES	PLK1 PBD inh
COC(=O)[C@]12CCCCC=C1N(CCc1ccc(OC)c(OC)c1)C(=O)[C@H](CC(=O)NCc1cccs1)C2	1%
O=C(Nc1ccc(C(=O)O)cc1)/C(=C\c1ccccc1)NC(=O)c1ccc(Br)cc1	-4%
